Screening results deposited in PubChem BioAssay by The Scripps Research Institute Molecular Screening Center.
PAFAH1B3 inh = PAFAH1B3 enzyme inhibitors, primary screen, biochemical, fluorescence polarization, human | AID 492972, 2010 | recombinant PAFAH1B3, FP-rhodamine probe | actives 0.28% (n = 340,000) | inhibition, % at 3.39 µM | Platelet-activating factor acetylhydrolase IB subunit alpha1 (Homo sapiens), Q15102;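 active = inhibition above the screen-wide average of all tested compounds plus 3 SD, cut at about 25% in these data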;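 also: 0% = enzyme with DMSO only and 100% = wells lacking PAFAH1B3 protein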
PAD4 inh = human PAD4 inhibitors, primary screen, biochemical, fluorescence polarization, 1536-well format | inhibition, % at 6.36 µM | recombinant PAD4, RCA probe fluorescence polarization | AID 485272, 2010 | Protein-arginine deiminase type-4 (Homo sapiens), Q9UM07 | actives 0.41% (n = 330,000);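 active = percent inhibition above a cutoff equal to the mean of all tested compounds plus 3 SD, cut at about 15% in these data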;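 also: 0% = PAD4 with RCA probe and DMSO and 100% = probe without PAD4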
GSTO1 counter = inhibitors of recombinant GSTO1, primary screen, counter-screen for RBBP9 inhibitor project, biochemical, fluorescence polarization; Glutathione S-transferase omega-1 (Homo sapiens), P78417; activity-based probe fluorescence polarization; inhibition, % at 5.96 µM; actives 1.1% (n = 300,000); AID 1974, 2009;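 active = inhibition above the campaign mean inhibition plus 3 SD, cut at about 35% in these data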;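 also: 0% = GSTO1-1 with DMSO and 100% = wells lacking GSTO1-1 enzyme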
LYPLA1 counter = LYPLA1 inhibitors, primary screen, counter-screen for PME1 inhibitor project, biochemical, fluorescence polarization, FP-Rh probe ABPP; Acyl-protein thioesterase 1 (Homo sapiens), O75608; recombinant LYPLA1; inhibition, % at 5.9 µM; actives 0.16% (n = 320,000); AID 2174, 2009;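 active = inhibition above the mean of all tested compounds plus 3 SD, set per campaign, cut at about 14% in these data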;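 also: inhibitors block serine hydrolase probe labeling of LYPLA1 so polarization falls; 0% = enzyme with DMSO and 100% = wells lacking LYPLA1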
Target sequence (O75608 whole entry, looked up): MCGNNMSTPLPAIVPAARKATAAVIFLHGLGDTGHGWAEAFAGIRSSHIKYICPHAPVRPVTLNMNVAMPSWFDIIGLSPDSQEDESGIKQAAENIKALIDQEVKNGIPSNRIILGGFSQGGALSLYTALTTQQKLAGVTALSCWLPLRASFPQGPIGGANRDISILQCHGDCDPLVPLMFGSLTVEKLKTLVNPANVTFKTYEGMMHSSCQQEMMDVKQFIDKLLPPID
PAFAH2 FP inh = PAFAH2 enzyme inhibitors, primary screen, biochemical, fluorescence polarization, human. Platelet-activating factor acetylhydrolase 2, cytoplasmic (Homo sapiens), Q99487. recombinant PAFAH2, FP-rhodamine activity probe. inhibition, % at 3.39 µM. actives 0.99% (n = 340,000). AID 492956, 2010;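 active = inhibition above the mean over all tested compounds plus 3 SD, cut at about 30% in these data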;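 also: inhibitors block probe labeling of enzyme so polarization drops; 0% = enzyme with DMSO and 100% = wells lacking PAFAH2 protein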
LYPLA2 counter = LYPLA2 inhibitors, primary screen, counter-screen for PME1 inhibitor project, biochemical, fluorescence polarization, FP-Rh probe ABPP; Acyl-protein thioesterase 2 (Homo sapiens), O95372; recombinant LYPLA2; inhibition, % at 5.9 µM; actives 0.38% (n = 320,000); AID 2177, 2009;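 active = inhibition above the screen-wide mean plus 3 SD, limit set per campaign, cut at about 26% in these data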;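 also: 0% = LYPLA2 with DMSO and 100% = wells lacking LYPLA2 enzyme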
PME-1 primary = PME-1 inhibitors via competitive probe labeling, primary screen, biochemical, fluorescence polarization, FP-Rh probe, HTS. actives 0.53% (n = 320,000). AID 2130, 2009. recombinant PME-1. inhibition, % at 5.9 µM;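 active = inhibition above the campaign mean of all compounds plus 3 SD, cut at about 26% in these data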;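 also: competitive labeling of PME-1 active site by serine hydrolase directed probe; 0% = PME-1 with DMSO and 100% = wells lacking PME-1 enzyme; inhibitors block probe labeling so polarization falls and inhibition rises; many of its hits are not listed in these tables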
Target sequence (Q9Y570 whole entry, looked up): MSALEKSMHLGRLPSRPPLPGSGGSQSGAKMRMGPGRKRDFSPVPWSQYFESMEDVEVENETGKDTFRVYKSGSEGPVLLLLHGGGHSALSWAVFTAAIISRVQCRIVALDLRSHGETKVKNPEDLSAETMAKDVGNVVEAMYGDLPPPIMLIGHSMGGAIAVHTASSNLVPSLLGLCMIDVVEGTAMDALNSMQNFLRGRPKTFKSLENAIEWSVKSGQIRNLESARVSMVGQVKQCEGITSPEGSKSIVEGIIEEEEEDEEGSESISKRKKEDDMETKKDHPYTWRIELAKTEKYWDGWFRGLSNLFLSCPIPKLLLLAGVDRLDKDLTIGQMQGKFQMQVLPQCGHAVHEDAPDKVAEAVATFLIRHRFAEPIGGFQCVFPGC
PAFAH1B2 inh = PAFAH1B2 enzyme inhibitors, primary screen, biochemical, fluorescence polarization, human; actives 1.2% (n = 340,000); inhibition, % at 3.39 µM; AID 492953, 2010; recombinant PAFAH1B2, FP-rhodamine activity probe;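 active = inhibition above the mean of all tested compounds plus 3 SD, cut at about 24% in these data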;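 also: 0% = enzyme with DMSO and 100% = wells lacking PAFAH1B2; many of its hits are not listed in these tables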
Target sequence (P68402 whole entry, looked up): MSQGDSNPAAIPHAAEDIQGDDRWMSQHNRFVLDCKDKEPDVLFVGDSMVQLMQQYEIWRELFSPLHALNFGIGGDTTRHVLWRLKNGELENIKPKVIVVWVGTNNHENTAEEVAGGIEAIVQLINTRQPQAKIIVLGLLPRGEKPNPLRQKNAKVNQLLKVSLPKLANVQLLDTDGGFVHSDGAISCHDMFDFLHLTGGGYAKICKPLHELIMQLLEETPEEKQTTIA
pPAFAH inh = pPAFAH enzyme inhibitors, primary screen, biochemical, fluorescence polarization, human | inhibition, % at 3.39 µM | actives 1.5% (n = 330,000) | recombinant pPAFAH, FP-rhodamine probe fluorescence polarization | AID 463082, 2010;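 active = inhibition above the mean inhibition across the screen plus 3 SD, cut at about 25% in these data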;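 also: inhibitors block binding of the rhodamine activity-based probe so polarization drops; 0% = enzyme with DMSO and 100% = wells lacking pPAFAH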
Starred values were filed as active, the others as inactive; . = no result given. Only part of the results is shown; the hit share may differ from the screen's.

Under each structure: PAFAH1B3 inh, PAD4 inh, GSTO1 counter, LYPLA1 counter, PAFAH2 FP inh, LYPLA2 counter, PME-1 primary, PAFAH1B2 inh, pPAFAH inh
[1] CNC(=S)N1N=C(c2ccc(C)cc2)CC1c1cc(OC)ccc1OC (stereo not given)
    7, -3, 7, -5, -9, -4, -2, 2, 4
[2] CC(OC(=O)CCC(=O)c1ccc(F)cc1)C(=O)NC1CCCCC1C (stereo not given)
    -5, -2, 0, 0, 10, -3, -4, 0, 1
[3] O=C(CCCn1c(=O)oc2ccccc21)Nc1cccnc1
    8, 1, -1, -1, 3, 11, 1, -2, 4
[4] Cc1ccccc1CSc1nn2c(=O)c(C)nnc2s1
    -3, 2, 8, -3, 0, -6, 4, 0, 3
[5] COc1ccc(OC)c(Nc2nc(-c3cccs3)cs2)c1
    4, -2, 5, -4, 14, -4, 9, 10, 21
[6] CCCCCN1C2=NCCN2c2ccccc21
    7, 3, 1, -2, 2, -2, -2, 1, 3
[7] Cc1cccc(NC(=O)c2ccccc2NC(=O)C(C)(C)C)n1
    -1, 1, -4, -6, -2, 0, 1, -1, 7
[8] Cc1cccc(NC(=O)c2ccc(Cl)c(S(=O)(=O)N3CCCCCC3)c2)n1
    8, -1, ., -5, 10, -15, -2, 2, 3
[9] COc1cccc(NC(=O)CSc2nccn2-c2cccc(OC)c2)c1
    12, -2, 5, 0, 10, 1, 1, 4, 0
[10] COc1cc2c(cc1OC)CN(S(=O)(=O)c1cccc(F)c1)CC2
    0, -1, -4, -3, -5, -1, -9, 13, 4
[11] C=CCOc1ccccc1CN1CCCN(C)CC1
    -2, 1, 4, -1, -5, 5, 0, 3, 0
[12] CCOC(=O)c1c(C)[nH]c(C)c1C(=O)CSc1ncccn1
    8, 3, 3, -4, 0, -3, 3, 3, -2
[13] Cc1ccccc1OCC(=O)Nc1ccncc1
    4, 6, 7, -3, -3, 2, -7, -1, 0
[14] Cc1ccc(C(=O)CCC(=O)Nc2cccc(C(F)(F)F)c2)cc1
    11, -2, 2, 3, 11, 3, 0, 2, 1
[15] COc1cc(CNCc2ccccn2)ccc1OCc1ccc(Cl)cc1
    4, -4, -6, -1, -1, -3, -5, 17, 0
[16] ONC(=Nc1ccccc1Cl)c1ccccc1Cl
    5, -2, 2, -1, 4, -3, 2, 6, 1
[17] CCCCCNS(=O)(=O)c1cc(C)ccc1OC
    0, -1, -3, 1, 1, -1, -1, 2, 2
[18] Cc1ccc(S(=O)(=O)CC(=O)Nc2sc(C)c(C)c2C(N)=O)cc1
    3, -9, 0, -3, -1, 3, -5, 4, 2
[19] CCc1nnc(NC(=O)c2ccc3c(c2)C(=O)N(C(C)(C)C)C3=O)s1
    3, 2, 2, -4, 0, -4, -6, 6, 1
[20] O=C(NCc1ccc2c(c1)OCO2)C(=O)NC1CCCCC1
    0, 1, 5, 1, -9, -4, -5, 0, 0

Next section.
Under each structure: PAFAH1B3 inh, PAD4 inh, GSTO1 counter, LYPLA1 counter, PAFAH2 FP inh, LYPLA2 counter, PME-1 primary, PAFAH1B2 inh, pPAFAH inh
[21] CCS(=O)(=O)Nc1ccc(Cc2ccncc2)cc1
    -1, 1, -4, 5, 2, 2, 2, 3, 5
[22] O=S1(=O)NC(c2ccccc2)CC(CC2CCCCC2)O1 (stereo not given)
    8, 4, -2, 3, -1, 4, 9, 5, 10
[23] Cc1ccc(OCC(=O)NC2CCCC(C)C2C)c([N+](=O)[O-])n1 (stereo not given)
    -7, -2, ., 0, -2, 2, 3, -1, 3
[24] COc1cc(OC)c2ccc(=O)oc2c1C(CCN1CCCC1)c1ccc2c(c1)OCO2 (stereo not given)
    13, -3, 13, -2, -3, 2, -4, 3, -2
[25] S=c1[nH]nc(-c2ccc(Br)o2)n1Cc1ccccc1
    6, 5, 4, -1, 0, 2, 2, 4, 3
[26] COc1cc(NC(=O)c2cccc3c2C(=O)N(C2CCCCC2)C3)cc(OC)c1OC
    6, -3, -8, -9, -4, -13, 20, -1, 11
[27] Nc1nonc1C(=O)N/N=C/c1cc2c(cc1Br)OCO2
    -26, -6, -5, 5, -30, 9, -35, -16, -1
[28] CCC(NC(=O)c1cc(COc2ccc(Cl)cc2OC)on1)c1ccncc1 (stereo not given)
    3, -2, 5, 0, -3, -2, 3, 2, 4
[29] Cc1ccc(CN2CCN(Cc3ccc4cc(F)ccc4n3)CC2CCO)o1 (stereo not given)
    4, -3, -3, -1, 7, -2, 4, 7, 2
[30] OCC1(CCc2ccccc2)CCN(Cc2cccn2-c2cccnc2)CC1
    10, -5, -1, 5, -2, 6, -4, 4, 2
[31] CCOC(=O)C1CCCN(C(=O)c2csc(-c3ccc4c(c3)CCO4)n2)C1 (stereo not given)
    5, 1, 2, 0, 1, 0, 6, -2, 3
[32] CSc1nnc(CCCCCCCCc2nnc(SC)o2)o1
    6, -2, -2, 1, 2, 10, 1, 6, -2
[33] CCOC(=O)Cc1cc(=O)c2c(=O)n(-c3ccccc3)[nH]c2[nH]1
    6, -11, 6, 2, 3, 5, 6, -3, 24
[34] CC(=O)Nc1nc(COc2ccc3ccccc3c2)cs1
    0, -3, 0, -8, 5, -1, 0, 7, 5
[35] CCCCCC(=O)N/N=C(\C)c1ccc(NC(=O)c2ccco2)cc1
    0, 4, 3, -1, -1, 5, 4, 1, 0
[36] CCCCCCCNC(=O)C1CC(=O)N(C)C(=Nc2ccc(OC)cc2)S1 (stereo not given)
    -1, 2, 4, 2, 12, -1, -1, 1, 7
[37] CN(C(=O)c1cccc(S(=O)(=O)N2CCCC2)c1)C1CCCCC1
    13, 0, ., 3, -1, 2, 2, 7, -5
[38] COC(=O)c1ccccc1NC(=O)CN1CCN(Cc2ccccc2)CC1
    -3, 2, -4, -2, -3, -6, 0, -4, 6
[39] COc1ccc(Cl)cc1C(=O)NCCN1CCOCC1
    9, -1, 9, 2, -7, -2, -6, 2, 0
[40] COc1ccc(-n2c(N)c(C(=O)NCc3ccco3)c3nc4ccccc4nc32)cc1
    7, -6, 13, -6, 10, -7, 2, 1, 17

Continuation:
Under each structure: PAFAH1B3 inh, PAD4 inh, GSTO1 counter, LYPLA1 counter, PAFAH2 FP inh, LYPLA2 counter, PME-1 primary, PAFAH1B2 inh, pPAFAH inh
[41] O=C(NCCCn1ccnc1)C(=O)NCC1OCCCN1S(=O)(=O)c1ccc(Cl)cc1 (stereo not given)
    2, -4, 2, 3, -1, -1, -6, 2, 5
[42] O=C(NCc1nnc(SCC(=O)N2CCCCC2)o1)c1ccc(F)cc1
    4, -1, 3, -2, -5, 1, 4, 4, 4
[43] Cc1ccc(C(=O)CSc2nc(C)cc(SCc3nnc(-c4ccccc4)o3)n2)cc1
    5, -1, 2, -1, -2, 4, -1, 2, 4
[44] COc1ccc(Cl)cc1NC(=O)c1noc2c1CCCC2
    3, -2, 5, -2, -1, 0, 0, 2, 1
[45] O=C(CCCCCNC(=O)c1ccccc1)N/N=C/c1ccc(O)cc1O
    7, 2, 2, -2, 1, 3, -3, -5, 8
[46] COc1cccc(OC)c1C(=O)Nc1cccc(C(C)=O)c1
    11, -3, 0, -2, 7, 1, 0, 1, 4
[47] NC(=O)c1c(NC(=O)C(=O)N2CCOCC2)sc2c1CCC2
    0, 0, -2, -2, 2, 8, -7, 8, 3
[48] O=C(c1ccccc1)N(Cc1cccc(Br)c1)C1CCS(=O)(=O)C1 (stereo not given)
    2, -6, 1, -2, -2, -7, -5, -2, -5
[49] COc1ccc(N2CCN(S(=O)(=O)c3cccc4nsnc34)CC2)cc1
    7, 7, -7, 1, 1, 4, 6, 2, 6
[50] N#Cc1c2n(c3c(=O)n(CC(=O)c4ccc(Br)cc4)cnc13)CCCC2
    -2, 4, 1, 2, 6, 9, -3, 0, -4
[51] C=CCNC(=O)c1onc(CSc2cccc(OC)c2)c1C(=O)NCC=C
    2, -1, 1, -3, -3, 2, -4, -1, 3
[52] Clc1ccc(CO/N=C2\CCCc3nonc32)c(Cl)c1
    1, -4, 0, -6, -7, 7, 2, 3, 10
[53] O=C(NCc1cccs1)C(=O)c1cn(CC(=O)N2CCOCC2)c2ccccc12
    4, 1, -1, 4, -4, 6, -1, 1, 5
[54] O=[N+]([O-])c1cc([N+](=O)[O-])c(N2CCCCCC2)cc1NCCO
    8, -8, -3, 2, 2, 5, 10, 6, 3
[55] O=C(Nc1ccccc1C(=O)NCCc1ccc(O)cc1)c1ccco1
    10, -3, 3, -5, -11, -2, -8, 4, 6
[56] Cc1ccc(Cn2nnc3c(=O)n(Cc4cccc(C)c4)cnc32)cc1
    -1, 1, 2, 2, 7, 4, 2, 3, 0
[57] CCN(c1ccccc1)S(=O)(=O)c1ccc(C(=O)Oc2ccc(C(C)=O)cc2)cc1
    -1, -3, -6, -10, -3, -12, -6, 12, 10
[58] O=C(Nc1ccc(-n2cccn2)cc1)C1CCN(Cc2ccsc2)CC1
    -2, -1, 0, -1, -3, -1, 7, -3, 4
[59] CC(=O)c1sc(Nc2cccc3ccccc23)nc1C
    1, 2, 8, 3, 6, -2, -1, 4, -1
[60] COc1ccc(Br)c(C(=O)Nc2ccc(F)cc2)c1
    1, -1, -28, -2, -3, -10, 2, 6, -3

Next part
Under each structure: PAFAH1B3 inh, PAD4 inh, GSTO1 counter, LYPLA1 counter, PAFAH2 FP inh, LYPLA2 counter, PME-1 primary, PAFAH1B2 inh, pPAFAH inh
[61] COc1ccccc1CNC(=O)C1(c2ccc(Cl)cc2)CC1
    7, 0, 9, -1, 4, 4, 7, 3, -4
[62] Cc1cccc(C)c1NC(=O)C1(N(Cc2ccco2)C(=O)CC2NC(=O)NC2=O)CCCCC1 (stereo not given)
    1, 1, 7, -5, -4, -3, -4, 0, 1
[63] Cc1ccc(S(=O)(=O)N2CCC(C(=O)N[C@@H](C)C(=O)NCc3ccccc3)CC2)cc1
    9, 2, -2, -5, -1, -7, -1, 14, 4
[64] CCN(CC)S(=O)(=O)c1ccc(C)c(NC(=O)CNCCN(C(C)C)C(C)C)c1
    8, -2, 3, 0, -3, -4, 9, 5, -2
[65] COc1ccc(OC)c(NC(=O)NCCN2CCN(c3ccccc3)CC2)c1
    3, -3, 0, -3, 6, 3, 6, -2, 5
[66] O=C(CSc1ccccc1C(=O)O)c1ccccc1
    8, -1, 4, 0, 5, 4, 5, 1, 2
